# Bioassay records: PubChem, Broad Institute
# Mtb BioA inh: BioA (M. tuberculosis) enzyme inhibition | purified M. tuberculosis BioA enzyme, plate reader | inhibition, % at 9.99 µM | 0.096% of 360,000 active | AID 602481; in the data active = inhibition above about 40%
# * marks the source's active call; other numbers are inactive results.
SMILES,Mtb BioA inh
CC(C)C#Cc1ccc2c(c1)O[C@@H](CN(C)C(=O)NC(C)C)[C@H](C)CN([C@@H](C)CO)S2(=O)=O,-0.7
CC(C)NC(=O)N(C)C[C@H]1Oc2c(NC(=O)c3ccncc3)cccc2C(=O)N([C@@H](C)CO)C[C@H]1C,-1.6
CO[C@H]1CN(C)C(=O)c2ccc(NC(=O)C3CC3)cc2OC[C@H](C)N(C(C)=O)C[C@H]1C,-4.0
C[C@@H]1CN([C@@H](C)CO)C(=O)c2cc(NS(=O)(=O)c3ccc(Cl)cc3)ccc2O[C@@H](C)CCCCO[C@@H]1CN(C)Cc1ccc(C(=O)O)cc1,1.8
CC(C)N(C[C@@H]1N[C@@H](CO)[C@H]1c1ccccc1)C(=O)CN1CCOCC1,3.1
CCCNC(=O)C[C@@H]1CC[C@H]2[C@@H](COc3ccc(NC(=O)c4ccccc4)cc3C(=O)N2C)O1,-0.8
COc1ccccc1C(=O)Nc1ccc2c(c1)OC[C@H](C)N(C(C)=O)C[C@@H](C)[C@H](OC)CN(C)C2=O,-3.0
O=C(C1CC1)N1CC[C@@H]2[C@H](CO)Nc3ccc(C#Cc4ccc(F)cc4)cc3[C@@H]21,-5.5
CN1c2ccc(-c3cccc(F)c3)cc2[C@H]2[C@H](CCN2C(=O)c2ccc3c(c2)OCO3)[C@H]1CO,99*
O=C(NC1Cc2ccccc2C1)[C@@H]1[C@@H](CO)[C@@H]2Cn3c(ccc(-c4ccccc4F)c3=O)[C@H]1N2,-0.6
COc1ccc(NC(=O)Nc2ccc3c(c2)CC(=O)N([C@@H](C)CO)C[C@H](C)[C@@H](CN(C)Cc2ccc4c(c2)OCO4)O3)cc1,-3.5
CCS(=O)(=O)Nc1ccc2c(c1)C(=O)N(C)C[C@H](OC)[C@@H](C)CN(Cc1nccs1)[C@H](C)CO2,1.8
COc1ccc(NC(=O)Nc2ccc3c(c2)C(=O)N([C@H](C)CO)C[C@@H](C)[C@H](CN(C)Cc2ccncc2)OCCCC[C@@H](C)O3)cc1,0.0
Cc1noc(C)c1NC(=O)Nc1cccc2c1O[C@@H](CN(C)C(=O)NC1CCCCC1)[C@H](C)CN([C@@H](C)CO)C2=O,-0.1
C/C=C/c1ccc([C@@H]2[C@@H](C#N)N(C(=O)NC3CCCC3)[C@@H]2CO)cc1,3.9
CC(C)NC(=O)N1[C@@H]2c3ccc(-c4ccccc4F)c(=O)n3C[C@@H]2[C@@H](CO)[C@@H]1C(=O)NC1CCC1,-0.5
Cc1ccc(S(=O)(=O)N(C)C[C@H]2Oc3c(cccc3N(C)C)C(=O)N([C@H](C)CO)C[C@H]2C)cc1,-1.6
CCCC#Cc1ccc2c(c1)O[C@H](CN(C)C(C)=O)[C@@H](C)CN([C@H](C)CO)S2(=O)=O,8.2
COc1ccc(NC(=O)Nc2cccc3c2O[C@@H](CN(C)C(=O)Nc2ccc(F)cc2)[C@H](C)CN([C@H](C)CO)C3=O)cc1,-2.7
C[C@@H]1CN([C@H](C)CO)C(=O)c2cc(NC(=O)Cc3ccccc3)ccc2O[C@@H](C)CCCCO[C@H]1CN(C)C(=O)NC1CCCCC1,-3.0
CCCNC(=O)C[C@@H]1CC[C@@H]2[C@H](COC[C@H](O)CN2C(=O)Nc2ccccc2OC)O1,-1.2
C[C@@H]1CN([C@H](C)CO)C(=O)c2cccc(NS(=O)(=O)c3cccs3)c2O[C@@H]1CN(C)Cc1ccccc1,-0.6
N#Cc1cccc(-c2ccc3c(c2)[C@H]2[C@H](CCN2C(=O)c2ccccc2F)[C@H](CO)N3)c1,6.4
C[C@@H]1CN([C@@H](C)CO)C(=O)c2cccc(NC(=O)c3nc4ccccc4s3)c2O[C@@H]1CN(C)S(=O)(=O)c1cn(C)cn1,-0.5
Cc1noc(C)c1S(=O)(=O)Nc1ccc2c(c1)C(=O)N([C@H](C)CO)C[C@H](C)[C@@H](CN(C)C(=O)NC(C)C)OCCCC[C@@H](C)O2,-1.8

# Two of the compounds above, field by field:
> CCCNC(=O)C[C@@H]1CC[C@@H]2[C@H](COC[C@H](O)CN2C(=O)Nc2ccccc2OC)O1
  Mtb BioA inh: -1.2

> C[C@@H]1CN([C@H](C)CO)C(=O)c2cccc(NS(=O)(=O)c3cccs3)c2O[C@@H]1CN(C)Cc1ccccc1
  Mtb BioA inh: -0.6

# (list continues)
SMILES,Mtb BioA inh
COC(=O)c1c2oc(c1C(=O)OC)C(=O)N(C)Cc1cn(nn1)C[C@H](Cc1ccccc1)NC(=O)N[C@H](CO)CC2,-0.9
C[C@H]1CN([C@@H](C)CO)C(=O)c2cc(NS(=O)(=O)c3ccccc3)ccc2O[C@@H]1CN(C)Cc1ccc2c(c1)OCO2,-0.3
O=C(C1CC1)N1[C@H](CO)[C@H]2c3ccccc3N(S(=O)(=O)c3ccc(F)cc3)C[C@H]21,1.3
C[C@H]1CN([C@@H](C)CO)C(=O)c2cc(/C=C/c3ccccc3)cnc2O[C@H]1CN(C)C(=O)Nc1ccccc1F,-3.2
CN(C)C(=O)C[C@@H]1CC[C@@H](NC(=O)Nc2cccc(F)c2)[C@@H](CO)O1,0.8
CCCN(C)C[C@@H]1OCCCC[C@@H](C)Oc2ccc(NS(C)(=O)=O)cc2C(=O)N([C@@H](C)CO)C[C@@H]1C,-1.8
COc1ccccc1S(=O)(=O)N1CC[C@@H]2[C@@H](CO)N(C)c3ccc(-c4ccccc4)cc3[C@@H]21,-0.3
C[C@H]1CN([C@@H](C)CO)C(=O)c2cc(NC(=O)C3CC3)ccc2O[C@H]1CN(C)S(=O)(=O)c1cccs1,8.3
C[C@H](CO)N1C[C@H](C)[C@H](CN(C)C(=O)NC2CCCCC2)Oc2ccc(NC(=O)Nc3ccc4c(c3)OCO4)cc2CC1=O,-1.7
C[C@@H]1CN([C@H](C)CO)C(=O)c2cc(NS(=O)(=O)c3ccc(F)cc3)ccc2O[C@@H]1CN(C)Cc1ccc(C(F)(F)F)cc1,0.4
Cc1noc(C)c1NC(=O)Nc1ccc2c(c1)C(=O)N([C@H](C)CO)C[C@H](C)[C@H](CN(C)S(=O)(=O)c1cccs1)O2,5.2
C[C@H](CO)N1C[C@H](C)[C@H](CN(C)CC2CCOCC2)Oc2ncc(C#C[C@@H](C)O)cc2C1=O,1.1
C[C@@H]1CN([C@H](C)CO)C(=O)c2cc(Br)cnc2O[C@H]1CN(C)S(=O)(=O)c1ccccc1,2.2
C/C=C/c1cnc2c(c1)C(=O)N([C@H](C)CO)C[C@@H](C)[C@@H](CN(C)C(=O)Cc1cccnc1)O2,-1.6
Cc1ccc(S(=O)(=O)N(C)C[C@@H]2OCCCC[C@H](C)Oc3ccc(NS(C)(=O)=O)cc3C(=O)N([C@@H](C)CO)C[C@@H]2C)cc1,0.4
CCCNC(=O)N1C[C@@H](C)[C@H](OC)CN(C)C(=O)c2cc(NC(=O)CCC)ccc2OC[C@H]1C,0.3
C[C@@H]1CCCCO[C@H](CN(C)S(=O)(=O)c2cccs2)[C@@H](C)CN([C@@H](C)CO)C(=O)c2cc(NS(C)(=O)=O)ccc2O1,-1.7
COc1ccc(S(=O)(=O)N2CCCCN3[C@H](CO)[C@H](c4ccc(C5=CCCC5)cc4)[C@@H]3C2)cc1,2.3
COc1ccc(CN(C)C[C@H]2Oc3c(NC(=O)Nc4ccc5c(c4)OCO5)cccc3C(=O)N([C@H](C)CO)C[C@@H]2C)cc1,-0.6
CCCC(=O)Nc1ccc2c(c1)C(=O)N(C)[C@H]1CC[C@@H](CC(=O)NCC(F)(F)F)O[C@@H]1CO2,-1.4
COCC#Cc1ccc([C@H]2[C@H](CO)N3CCCCN(S(=O)(=O)c4cccc(OC)c4)C[C@@H]23)cc1,4.4
COCC(=O)N1C[C@H](C)[C@H](OC)CN(C)C(=O)c2cc(NS(C)(=O)=O)ccc2OC[C@H]1C,-1.2
C[C@H](CO)N1C[C@H](C)[C@H](CN(C)C(=O)C2CC2)Oc2cc(C#Cc3cccnc3)ccc2S1(=O)=O,6.8
CCCC(=O)Nc1ccc2c(c1)C(=O)N(C)C[C@@H](OC)[C@H](C)CN(Cc1ccccn1)[C@@H](C)CO2,-0.8
CCCN(C)C[C@@H]1Oc2ncc(C#CCOC)cc2C(=O)N([C@H](C)CO)C[C@@H]1C,-0.7

# 2 records picked at random from those above:
SMILES,Mtb BioA inh
C[C@@H]1CN([C@H](C)CO)C(=O)c2cc(NS(=O)(=O)c3ccc(F)cc3)ccc2O[C@@H]1CN(C)Cc1ccc(C(F)(F)F)cc1,0.4
COC(=O)c1c2oc(c1C(=O)OC)C(=O)N(C)Cc1cn(nn1)C[C@H](Cc1ccccc1)NC(=O)N[C@H](CO)CC2,-0.9

# In a second layout: entries from further up.
C[C@H]1CN([C@@H](C)CO)C(=O)c2cc(/C=C/c3ccccc3)cnc2O[C@H]1CN(C)C(=O)Nc1ccccc1F
  Mtb BioA inh: -3.2
CN(C)C(=O)C[C@@H]1CC[C@@H](NC(=O)Nc2cccc(F)c2)[C@@H](CO)O1
  Mtb BioA inh: 0.8
CCCN(C)C[C@@H]1OCCCC[C@@H](C)Oc2ccc(NS(C)(=O)=O)cc2C(=O)N([C@@H](C)CO)C[C@@H]1C
  Mtb BioA inh: -1.8
COc1ccccc1S(=O)(=O)N1CC[C@@H]2[C@@H](CO)N(C)c3ccc(-c4ccccc4)cc3[C@@H]21
  Mtb BioA inh: -0.3

# (further entries)
SMILES,Mtb BioA inh
C[C@@H]1CCCCO[C@@H](CN(C)C(=O)C2CCCCC2)[C@H](C)CN([C@H](C)CO)C(=O)c2cc(NC(=O)Cc3ccccc3)ccc2O1,0.8
C[C@@H]1CN([C@H](C)CO)C(=O)c2cc(NS(C)(=O)=O)ccc2O[C@@H](C)CCCCO[C@H]1CN(C)S(=O)(=O)c1cccs1,-0.7
CN1C(=O)c2cc(NC(=O)C3CC3)ccc2OC[C@@H]2O[C@H](CC(=O)NCCN3CCCC3)CC[C@H]21,7.6
CC(C)CC#Cc1ccc2c(c1)O[C@@H](CN(C)C(=O)C1CCCCC1)[C@H](C)CN([C@@H](C)CO)S2(=O)=O,0.7
C[C@@H]1CCCCO[C@H](CN(C)C(=O)Nc2ccc3c(c2)OCO3)[C@@H](C)CN([C@H](C)CO)C(=O)c2cc(NS(=O)(=O)c3ccc(Cl)cc3)ccc2O1,-0.3
O=C(C[C@@H]1CC[C@H]2[C@@H](COC[C@H](O)CN2C(=O)Nc2ccc(F)cc2)O1)NC1CCC1,0.6
C[C@@H]1CN([C@@H](C)CO)C(=O)c2cc(NC(=O)Cc3cn(C)c4ccccc34)ccc2O[C@H]1CN(C)Cc1ccncc1,0.0
C[C@@H]1CN([C@H](C)CO)C(=O)c2cc(NC(=O)Cc3cn(C)c4ccccc34)ccc2O[C@@H]1CN(C)C(=O)Nc1ccc2c(c1)OCO2,5.3
COc1ccc(NC(=O)Nc2cccc3c2O[C@@H](CN(C)S(=O)(=O)c2ccccc2)[C@@H](C)CN([C@H](C)CO)C3=O)cc1,0.7
C/C=C/c1ccc([C@H]2[C@@H](CO)N3CCCCN(C(=O)Cc4ccncc4)C[C@@H]23)cc1,1.2
C[C@@H]1CN([C@H](C)CO)C(=O)c2cccc(NC(=O)c3nc4ccccc4s3)c2O[C@H]1CN(C)C(=O)Nc1ccc2c(c1)OCO2,0.0
C[C@@H]1CCCCO[C@H](CN(C)C(=O)CCCN(C)C)[C@@H](C)CN([C@H](C)CO)C(=O)c2cc(NC(=O)Nc3cccc4ccccc34)ccc2O1,-0.3
CO[C@@H]1CN(C)C(=O)c2cc(NC(=O)c3ccccc3)ccc2OC[C@H](C)N(C(=O)C2CC2)C[C@H]1C,1.4
Cc1noc(C)c1S(=O)(=O)Nc1ccc2c(c1)C(=O)N([C@H](C)CO)C[C@@H](C)[C@@H](CN(C)Cc1ccc3c(c1)OCO3)OCCCC[C@@H](C)O2,2.8
C[C@@H](NC(=O)C[C@@H]1CC[C@H]2[C@@H](COC[C@@H](O)CN2C(=O)Nc2cccc(Cl)c2)O1)c1ccccc1,-0.6
CO[C@H]1CN(C)C(=O)c2ccc(NC(C)=O)cc2OC[C@@H](C)N(CC2CC2)C[C@H]1C,-1.7
COc1ccc(S(=O)(=O)N(C)C[C@H]2Oc3ccc(NC(=O)c4ccncc4)cc3CC(=O)N([C@H](C)CO)C[C@@H]2C)cc1,-2.8
COc1ccc(NC(=O)N2CCCCN3[C@H](CO)[C@H](c4ccc(C#Cc5ccccc5)cc4)[C@@H]3C2)cc1,2.4
CCCNC(=O)Nc1ccc2c(c1)OC[C@H](C)N(C(=O)CC)C[C@@H](C)[C@H](OC)CN(C)C2=O,0.2
CO[C@@H]1CN(C)C(=O)c2ccc(NS(C)(=O)=O)cc2OC[C@@H](C)N(C(=O)C2CC2)C[C@H]1C,-0.9
CC(C)C#Cc1cnc2c(c1)C(=O)N([C@@H](C)CO)C[C@H](C)[C@H](CN(C)Cc1cncnc1)O2,0.2
O=C(O)C[C@@H]1CC[C@@H](NC(=O)c2ccccc2F)[C@H](CO)O1,-0.8
CCNC(=O)[C@@H]1[C@@H](CO)[C@@H]2Cn3c(ccc(-c4ccc(F)cc4)c3=O)[C@@H]2N1CC1CC1,4.3
O=C(N[C@H]1CC[C@H](CCNS(=O)(=O)c2ccc(Cl)cc2)O[C@@H]1CO)c1ccccn1,-0.8
N#C[C@H]1[C@H](c2ccc(-c3ccc(F)cc3)cc2)[C@@H](CO)N1C(=O)Cc1ccccc1,7.0
# Additional entries follow:
SMILES,Mtb BioA inh
COc1ccc(S(=O)(=O)N(C)C[C@H]2Oc3ccc(NS(=O)(=O)c4ccc(Cl)cc4)cc3CC(=O)N([C@H](C)CO)C[C@@H]2C)cc1,2.1
COc1ccccc1-c1cnc2c(c1)C(=O)N([C@@H](C)CO)C[C@H](C)[C@@H](CN(C)C(=O)c1ccccc1)O2,-0.7
COCC(=O)NC[C@H]1[C@H](c2ccc(-c3ccccc3)cc2)[C@H](CO)N1C(C)=O,-4.4
C[C@@H]1CN([C@@H](C)CO)S(=O)(=O)c2ccc(-c3cccnc3)cc2O[C@H]1CN(C)CC1CCOCC1,0.6
C[C@@H]1CN([C@@H](C)CO)C(=O)c2cc(N(C)C)ccc2O[C@H]1CN(C)Cc1ccc(C(=O)Nc2ccccc2N)cc1,-1.4
CCC(=O)N(C)C[C@H]1Oc2ncc(C#Cc3ccncc3)cc2C(=O)N([C@H](C)CO)C[C@H]1C,3.6

# A portion of the library (hit frequency here may not be typical).
